Screens deposited in PubChem by several laboratories.
Myeloid diff MLP – induction of myeloid progenitor differentiation, primary screen, cell-based, flow cytometry, MLPCN library; ER-HoxA9 myeloid progenitors, lysozyme-GFP differentiation; calls only at 10 µM; actives 1% (n = 360,000); AID 624256, 2012;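 active = normalized GFP-positive differentiation at or above the plate's own cutoff, the solvent-only control mean plus 3 SD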;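 also: cells exposed to compound for four days before flow analysis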
Insulin prom up – insulin promoter activators in MIN6 cells, imaging, high-content screening, mouse beta cells; actives 0.3% (n = 190,000); MIN6 insulin promoter-GFP reporter; stronger effect = higher value; z-score at 5 µM; AID 1625, 2009;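 active = z-score above 3 at 5 µM with at least 500 cells counted in the well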
TNAP activation fold – human TNAP enzyme activators, primary screen, biochemical, luminescent, no phosphate acceptor, uHTS (AID 1001); Alkaline phosphatase, tissue-nonspecific isozyme (Homo sapiens); purified TNAP, luminescent activation assay, no phosphate acceptor; higher activation fold means a stronger effect; activation fold at 20 µM, or EC50 in µM where a hit was titrated; actives 0.03% (n = 200,000); in the data active = activation fold from about 3, or a potency from the dose series; inactive = the rest, 99 in 100 with activation fold below about 1.6; also: many of its hits are not listed in these tables
PMI inhibitors – inhibitors of human PMI, primary screen, biochemical, fluorescence intensity, coupled assay (AID 1209); Mannose-6-phosphate isomerase (Homo sapiens); purified PMI enzyme, coupled fluorescence intensity; higher % means a stronger effect; inhibition, % at 20 µM, or IC50 in µM where a hit was titrated; actives 0.42% (n = 190,000); in the data active = inhibition above about 50%;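 also: plate controls were DMSO vehicle for no effect and wells lacking substrate for full effect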
Lipid droplet – inhibitors of hepatocyte lipid droplet formation, primary screen, imaging, high-throughput imaging, BODIPY stain; AML12 mouse hepatocytes, oleate lipid droplets; inhibition, % at 6.5 µM; AID 1656, 2009; actives 0.4% (n = 240,000);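 active = lipid droplet intensity inhibited by at least 50%, with more than 500 cells counted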
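Test system: AML12 mouse liver cells; schedule: overnight exposure; technique: high-content imaging of BODIPY-stained droplets and DAPI nuclei; read-out: % inhibition of corrected integrated BODIPY droplet signal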
Dynein transport – inhibitors of GR-EGFP nuclear translocation, primary screen, dynein cargo transport inhibitor project, imaging, high-content, 3617.4 mouse cells; test concentration mostly 20 µM; stimulated with dexamethasone, 1 µM; stronger effect = lower value; z-score, hits read low; actives 0.47% (n = 220,000);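 active = plate z-score of nuclear minus cytoplasmic receptor signal below a set negative limit, without overly bright fluorescence or cell loss, cut at about -3.5 in these data, passing the limit was not always enough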;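 also: z-score of nuclear minus cytoplasmic ring GR-EGFP intensity difference per well; some compounds called inactive have numbers as strong as hits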
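Buffer or medium: tet-free, stripped-serum medium; Also added: dexamethasone, 1.0 µM final; Technique: high-content fluorescence imaging after fixation; Times: 48 h induction, 1 h compound, 30 min dex at 37 °C; Read-out: per-cell GR-EGFP intensity, nucleus versus surrounding cytoplasmic ring, well-averaged.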
MT stabilize HCS – microtubule stabilizers in HeLa cells, primary screen, imaging, high-content imaging; % tubulin-high responders, % at 10 µM; HeLa tubulin immunostaining HCS, 24 h; share of cells brighter than vehicle mean+2SD; actives 0.83% (n = 200,000);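 active = plate Z-score above 3 for both tubulin-high and condensed-nucleus cell shares, with cell loss under 80%, at 10 µM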;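 also: anti alpha tubulin signal scored within the nucleus-defined area of each cell; some results filed as inactive read as strong as hits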
b-catenin transl – modulators of beta-catenin nuclear translocation, primary screen, imaging, HeLa cells, immunofluorescence, high-content; nuclear translocation activity, % at 5 µM; actives 0.3% (n = 190,000);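 active = nuclear translocation activity above 50% at 5 µM, with a well cell count of 50 or more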;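 also: per-cell ratio of nuclear to cytoplasmic median beta-catenin stain intensity; plate controls were DMSO negative control for no effect and GSK-3 inhibitor IX positive control for full effect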
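assay system = human HeLa cells, endogenous beta-catenin | times = compound treatment 24 h, 37°C, 5% CO2 | detection = Anti-beta-catenin immunofluorescence on PFA-fixed, Triton-permeabilized cells, DAPI nuclei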
T cell modulator – modulators of CD8 T cell-vesicle binding, primary screen, mouse 2C CD8+ T cells, flow cytometry | 2C CD8+ T cell-vesicle binding; stronger effect = lower value | calls only at 7 µM | actives 0.068% (n = 330,000) | AID 2052, 2009;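 active = response, share of CD8 T cells binding vesicles, and their 90th percentile fluorescence all below set limits, cut at about 80% in these data, passing the limit was not always enough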
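Test system: purified 2C TCR transgenic mouse naive CD8+ T cells. Probe or stimulus: QL9-peptide-loaded Drosophila micro-vesicles bearing Ld, ICAM-1 and B7-1. Incubation: binding step 1.5 h, 37 °C, antibody labelling 20 min, ice. Measured by: flow cytometry of vesicle-bound cells.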
Dynein transport cytoplasmic EGFP – also measured in Dynein transport; calls as there; z-score; measured here: cytoplasmic GR-EGFP intensity; stronger effect = higher value
Dynein transport nuclear GR-EGFP – also measured in Dynein transport; calls as there; z-score; measured here: nuclear GR-EGFP intensity;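 lower value marks the stronger effect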
Dynein transport cell count – further read-out of Dynein transport, marked with its call; z-score; measured here: cell count per field
Insulin prom up cell count – also measured in Insulin prom up; calls as there; cell count; measured here: cytotoxicity, nuclei count;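 total cells summed across four imaged fields per well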
Lipid droplet cells 6.5 µM – recorded beside Lipid droplet, whose call it bears; cell count; measured here: cell count, cytotoxicity flag;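 cells counted across two imaged fields per well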
b-catenin transl cell count 5 µM – also measured in b-catenin transl; calls as there; cell count; measured here: cell count, cytotoxicity flag
T cell modulator vesicle-bound % – also measured in T cell modulator; calls as there; double positive events, %; measured here: CD8+ vesicle-bound cell fraction;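 binding gate set so that unloaded-vesicle control wells show 10% double positive cells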
MT stabilize HCS Hoechst-high % – second read-out of MT stabilize HCS, no call of its own (marks repeat the call); % Hoechst-high responders; measured here: nuclear condensation Hoechst responders;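 share of cells brighter than vehicle mean plus two SD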
MT stabilize HCS cytotoxicity % – second read-out of MT stabilize HCS, no call of its own (marks repeat the call); toxicity, %; measured here: cytotoxicity by cell density;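 0% = mean cell density of plate MIN control wells and 100% = no cells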
Myeloid diff MLP GFP+ MAC1+ % – recorded beside Myeloid diff MLP, whose call it bears; GFP+ MAC1+ double positive, %; measured here: differentiation confirmed by MAC1 staining
Active calls of the source: *; i = inactive; nt = no result given.

SMILES	Myeloid diff MLP	Myeloid diff MLP GFP+ MAC1+ %	Insulin prom up	Insulin prom up cell count	TNAP activation fold	PMI inhibitors	Lipid droplet	Lipid droplet cells 6.5 µM	Dynein transport	Dynein transport cytoplasmic EGFP	Dynein transport nuclear GR-EGFP	Dynein transport cell count	MT stabilize HCS	MT stabilize HCS Hoechst-high %	MT stabilize HCS cytotoxicity %	b-catenin transl	b-catenin transl cell count 5 µM	T cell modulator	T cell modulator vesicle-bound %
CCCC(=O)C1=C(N(C)c2ccccc2)CC(C)(C)C(C(=O)OC)C1=O (stereo not drawn)	i	0.7	0.08	1163	1.1	16.0%	-4.3	707	0.598	-0.263	0.712	-0.286	2.2	1.8	40.6	-1.0	1104	i	41.0
CC(C)Cc1nnc(NC(=O)CSc2ncn[nH]2)s1	i	0.8	0.22	1180	1.1	7.5%	21.5	736	0.232	-0.281	0.29	-0.837	1.0	2.5	24.7	0.9	417	i	32.6
CCCCNC(=O)C1CCN(Cc2ccccn2)CC1	i	0.9	-0.02	1460	1.1	12.4%	nt	nt	0.274	-0.173	1.05	-0.899	2.3	1.6	5.1	-2.9	1401	i	29.2
Cc1ccc(CC2CC(=O)N(C(Cc3ccccc3)C(=O)O)C2=O)cc1 (stereo not drawn)	i	0.3	nt	nt	1.1	0.9%	3.8	683	-0.445	-0.247	-0.277	-0.105	1.8	2.2	8.1	0.1	1069	i	43.8
C/C(=C\C(=O)c1cccnc1)Nc1ccc(O)cc1	i	0.8	2.29	957	1	42.8%	-1.1	721	-0.223	-0.251	0.546	1.29	3.1	1.8	7.3	0.7	985	i	24.2
Cc1ccc(-c2nnc3ccc(SC(C)C(=O)O)nn23)cc1 (stereo not drawn)	i	2.4	1.06	1455	1.1	5.6%	-3.5	602	0.876	-0.177	0.561	-0.152	4.3	2.0	6.9	-0.5	963	i	37.3
O=C(c1cc2ccccc2c(=O)o1)N1CCCc2ccccc21	i	0.9	-0.64	1364	1.1	0.2%	nt	nt	3.5	-0.113	3.85	-2.46	3.9	1.5	9.7	-0.3	753	i	22.2
COc1cccc(NC(=O)NCCc2ccc(Cl)cc2)c1	i	0.5	0.06	1643	1	7.7%	-3.6	676	0.716	-0.288	0.566	-0.0573	4.9	1.4	8.2	0.5	1009	i	54.3
Cc1ccc(Nc2nc(N)nc(CN3CCN(Cc4ccc5c(c4)OCO5)CC3)n2)cc1C	i	0.4	-1.53	1214	1	-6.0%	-1.4	660	-0.646	0.000141	-0.345	0.802	2.6	2.7	12.5	0.0	1526	nt	nt
Cc1ccc(NC(=O)CSc2nnc(Cn3c(=O)sc4ccccc43)n2C)cc1	i	2.2	0.61	1291	1.1	-2.3%	-1.1	716	0.709	-0.0798	0.737	-0.735	5.2	1.4	4.3	-1.4	1114	i	20.8
Cc1ccc(C)c(NC(=O)C2CC(O)CN2C(=O)OC(C)(C)C)c1 (stereo not drawn)	i	0.7	nt	nt	1	-8.0%	nt	nt	-0.438	-0.206	0.112	0.379	5.6	1.2	15.2	nt	nt	i	18.0
CSCc1ccc(C(=O)NCc2ccccc2)cc1	i	0.3	-0.43	1607	1.1	8.7%	5.2	645	0.253	-0.244	-0.00121	-0.95	2.4	2.1	10.3	-3.7	1174	i	58.2
O=[N+]([O-])c1ccc(Cl)cc1N1CCOCC1	i	0.5	nt	nt	1.1	5.7%	-7.5	761	1.62	0.28	1.53	-0.207	3.5	2.0	3.5	-1.4	997	i	28.2
COc1ccc(N2CCN(c3cc(C)c4cccc(C)c4n3)CC2)cc1	i	0.4	-0.25	1127	1.1	6.2%	27.7	686	0.269	-0.223	0.0396	0.616	1.9	2.7	6.9	-4.3	1152	i	61.7
O=C(N/N=C\c1ccc(CNS(=O)(=O)c2ccccc2)o1)C(=O)Nc1ccc(F)cc1	i	0.5	-0.15	1525	1.3	-2.6%	-34.1	555	-0.929	-0.0363	-0.17	1.86	7.0	2.1	5.8	-0.9	1111	i	42.6
Cc1cccn2c(=O)c3cc(S(=O)(=O)c4ccc(F)cc4)c(=N)n(Cc4ccco4)c3nc12	i	0.6	-0.9	1012	nt	nt	13.0	729	0.817	-0.269	0.289	-0.266	nt	nt	nt	0.8	1258	i	25.8
COCCCC1CCN(Cc2nc(-c3ccccc3)no2)CC1	i	0.2	-0.08	1322	1	18.7%	0.6	737	0.218	-0.299	-0.0654	-0.465	3.4	2.4	8.9	-0.5	1069	i	58.9
Cc1ccc(-c2nnn(CC(=O)N(CC3CCCO3)C(C(=O)NC3CCCCC3)c3ccc(F)cc3)n2)o1 (stereo not drawn)	i	4.5	-0.83	996	1.2	2.9%	-15.3	803	0.288	0.033	0.593	-0.581	1.2	1.1	5.8	-6.7	1243	i	39.7
Cc1cccc(CSC2=NCCN2C(=O)c2ccc(S(=O)(=O)N(C)C)cc2)c1	i	0.1	0.62	1319	1.1	17.1%	2.9	696	-0.171	-0.232	-0.429	0.628	1.1	1.8	4.7	-0.8	1057	i	17.2
O=C(C1CCN(S(=O)(=O)N2CCC3(CC2)OCCO3)CC1)N1CCOCC1	i	1.2	-0.35	934	1.2	-3.3%	20.0	817	0.356	-0.239	0.291	0.121	2.7	2.2	9.4	nt	nt	i	36.3
CC(=O)Nc1ccc(SCC(=O)Nc2ccccc2Oc2ccccc2)cc1	i	0.7	-0.32	1544	1.1	15.2%	-7.7	701	0.192	0.487	0.591	-1.14	4.7	3.2	2.8	-1.2	1054	i	43.0
Cc1ccc(C(=O)COc2ccccc2-c2ccccc2)cc1	i	1.7	-1.21	1498	1	9.2%	-21.0	592	-0.254	0.489	0.0324	0.557	2.8	3.2	12.1	3.3	1036	i	27.0
Cc1nn(-c2cccc(Cl)c2)nc1C(=O)O	i	0.2	0.13	1234	1	-13.7%	2.6	673	0.334	-0.158	-0.33	-0.484	2.5	3.2	3.2	-1.6	1115	i	38.6
CC(NC(=O)C1CCC1)c1ccc2c(c1)OCO2 (stereo not drawn)	i	7.6	-0.33	1235	1.1	0.5%	1.9	788	1.75	-0.201	1.45	-0.315	4.0	1.7	10.4	0.7	1145	i	31.2
Cc1ccc(O)c(-c2cc(C(=O)Nc3ccc(S(=O)(=O)N4CC(C)OC(C)C4)cc3)[nH]n2)c1 (stereo not drawn)	i	1.5	-0.56	1803	1.5	11.4%	0.6	633	0.0185	-0.254	0.14	0.531	5.4	1.7	1.6	-2.1	1119	i	29.4

The final two entries of the part above lead into the next.
SMILES	Myeloid diff MLP	Myeloid diff MLP GFP+ MAC1+ %	Insulin prom up	Insulin prom up cell count	TNAP activation fold	PMI inhibitors	Lipid droplet	Lipid droplet cells 6.5 µM	Dynein transport	Dynein transport cytoplasmic EGFP	Dynein transport nuclear GR-EGFP	Dynein transport cell count	MT stabilize HCS	MT stabilize HCS Hoechst-high %	MT stabilize HCS cytotoxicity %	b-catenin transl	b-catenin transl cell count 5 µM	T cell modulator	T cell modulator vesicle-bound %
CC(NC(=O)C1CCC1)c1ccc2c(c1)OCO2 (stereo not drawn)	i	7.6	-0.33	1235	1.1	0.5%	1.9	788	1.75	-0.201	1.45	-0.315	4.0	1.7	10.4	0.7	1145	i	31.2
Cc1ccc(O)c(-c2cc(C(=O)Nc3ccc(S(=O)(=O)N4CC(C)OC(C)C4)cc3)[nH]n2)c1 (stereo not drawn)	i	1.5	-0.56	1803	1.5	11.4%	0.6	633	0.0185	-0.254	0.14	0.531	5.4	1.7	1.6	-2.1	1119	i	29.4
Cc1c(N/C(=N/S(=O)(=O)c2ccc(F)cc2)c2ccccc2)c(=O)n(-c2ccccc2)n1C	i	1.9	0.46	1472	1.1	3.3%	-11.6	723	-0.0169	-0.147	0.249	-0.843	3.9	1.9	8.8	1.0	1004	i	29.0
CCOC(=O)C(C)Oc1ncnc2cccc(F)c12 (stereo not drawn)	i	0.7	-0.16	1254	1.1	-8.7%	7.8	668	-0.726	-0.383	-0.138	1.68	9.5	1.4	3.3	0.0	1118	i	58.1
CC1(C)CC(=O)c2sc(NS(=O)(=O)c3ccc(F)cc3)nc2C1	i	0.4	0	1404	1	-14.7%	-2.3	688	1.77	-0.263	1.54	-0.868	2.2	1.4	1.6	2.1	956	i	63.9
CCCCC(=O)NNC(=S)NC(=O)C(c1ccccc1)c1ccccc1	i	0.1	-0.44	1220	1.1	-17.5%	-7.6	798	0.252	-0.145	0.336	-0.0945	2.8	1.8	2.7	1.8	1055	i	50.6
CCCCCCCCCn1cc(C(C)=O)c(=O)[nH]c1=O	i	0.8	1	1699	1.1	-4.2%	nt	nt	-0.0157	-0.0276	0.587	1.01	3.0	1.4	9.4	-0.3	1375	i	11.1
CC1CCN(S(=O)(=O)c2ccc(NC(=O)CN3CCCC(C)C3)cc2)CC1 (stereo not drawn)	i	5.3	nt	nt	1.2	-1.7%	-5.3	747	-0.358	-0.121	-0.339	0.948	2.1	1.1	8.5	nt	nt	i	47.2
FC(F)(F)c1ccccc1Nc1nccs1	i	0.9	-0.13	1075	1.1	-7.9%	nt	nt	-0.708	-0.138	-0.366	0.771	4.0	1.5	10.6	0.1	1170	i	44.3

Random draw from the library (roughly 3% active in at least one column).
